Assay outcomes from PubChem.
TNAP inh no acc = human TNAP enzyme inhibitors, primary screen, biochemical, luminescent, no phosphate acceptor, uHTS; Alkaline phosphatase, tissue-nonspecific isozyme (Homo sapiens), P05186; purified TNAP, CDP-star luminescence, 30 min; inhibition, % at 20 µM; actives 0.26% (n = 200,000); AID 1012, 2008;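 active means tissue-nonspecific alkaline phosphatase inhibition above about 50% at 20 µM in the single-dose screen, limit read from the data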;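 further: 0% = DMSO negative control and 100% = EDTA positive control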
FLuc inh counter = firefly luciferase enzyme inhibitors, primary screen, artefact control for luciferase-based inhibitor screens, biochemical, luminescence, ATPLite. Luciferin 4-monooxygenase (Photinus pyralis), P08659. 10 min. inhibition, % at 10 µM. actives 1.5% (n = 200,000). AID 1006, 2008;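 active means inhibition above about 50% when tested at 10 µM, limit read from the data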
Target sequence (P08659 whole entry, looked up): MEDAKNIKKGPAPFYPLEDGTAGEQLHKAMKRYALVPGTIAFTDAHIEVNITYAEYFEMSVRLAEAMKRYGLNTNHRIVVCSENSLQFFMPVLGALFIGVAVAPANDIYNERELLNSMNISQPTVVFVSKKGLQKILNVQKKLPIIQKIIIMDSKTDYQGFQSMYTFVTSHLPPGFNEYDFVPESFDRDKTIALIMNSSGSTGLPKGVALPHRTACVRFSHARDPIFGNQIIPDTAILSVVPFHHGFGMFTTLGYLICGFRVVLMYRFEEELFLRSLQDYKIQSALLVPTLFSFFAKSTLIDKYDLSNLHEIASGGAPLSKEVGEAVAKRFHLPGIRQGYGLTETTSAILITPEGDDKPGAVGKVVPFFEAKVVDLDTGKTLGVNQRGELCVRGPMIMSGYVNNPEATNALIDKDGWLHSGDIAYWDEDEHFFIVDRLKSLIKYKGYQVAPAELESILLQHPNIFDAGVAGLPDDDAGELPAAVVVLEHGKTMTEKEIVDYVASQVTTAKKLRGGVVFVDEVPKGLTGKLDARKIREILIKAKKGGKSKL
PMI act satM6P = human PMI activators, high substrate, primary screen, biochemical, fluorescence intensity, near-saturating mannose 6-phosphate; Mannose-6-phosphate isomerase (Homo sapiens), P34949; coupled PMI enzyme assay, resazurin fluorescence, 20 min; stronger effect = higher value; 1 = untreated enzyme, 0 = substrate-free blank; activation factor at 20 µM; actives 0.34% (n = 190,000); AID 1216, 2008;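 active means activation factor of 2 or more at 20 µM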
Target sequence (P34949 whole entry, looked up): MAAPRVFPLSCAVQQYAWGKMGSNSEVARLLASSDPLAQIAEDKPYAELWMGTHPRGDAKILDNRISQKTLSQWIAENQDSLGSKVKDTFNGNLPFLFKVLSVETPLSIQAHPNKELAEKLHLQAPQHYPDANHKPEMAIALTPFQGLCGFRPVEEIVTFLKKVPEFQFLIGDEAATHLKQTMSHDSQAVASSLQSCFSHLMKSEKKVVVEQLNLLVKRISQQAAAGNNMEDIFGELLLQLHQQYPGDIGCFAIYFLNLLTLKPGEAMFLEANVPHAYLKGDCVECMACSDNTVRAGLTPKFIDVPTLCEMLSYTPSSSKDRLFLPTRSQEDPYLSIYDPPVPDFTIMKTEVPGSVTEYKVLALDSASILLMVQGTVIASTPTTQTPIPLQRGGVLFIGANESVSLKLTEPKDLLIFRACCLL
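assay system = human phosphomannose isomerase with PGI, G6PDH, diaphorase coupling enzymes | quantity = 15 ng/mL PMI | incubation = enzyme reaction with compound 20 min at room temperature | medium = HEPES pH 7.4 buffer with MgCl2 and Tween-20 | compound dosing = one concentration, 20 µM, in 1% DMSO | measured by = Diaphorase-driven resazurin-to-resorufin fluorescence, excitation 544, emission 590 nm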
NF-kB neuron act = activators of NF-kB expression in neurons, primary screen, cell-based, HTS; human neuronal cells, NF-kB reporter expression; stronger effect = higher value; fold change at 12.5 µM; actives 1.6% (n = 190,000); AID 1239, 2008; in the data active means fold change above about 3.3
bIAP activator = bovine intestinal alkaline phosphatase activators, primary screen, biochemical, bovine IAP, CDP-star luminescence | purified bovine IAP, 30 min; stronger effect = higher value; fold of DMSO-control signal, blank-subtracted | activation factor at 20 µM | actives 0.17% (n = 200,000) | AID 1016, 2008;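 active means activation factor of 2 or more at 20 µM, a signal rise over negative controls twice the positive control's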
APP 5'UTR act = activators of APP 5'UTR luciferase reporter, primary screen, SH-SY5Y cells. activation, % at 2 µM. actives 1% (n = 190,000). SH-SY5Y APP 5'UTR luciferase reporter, luminescence; zero percent = DMSO vehicle wells. AID 1276, 2008;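 active means activation above a set limit, based on mean plus 3 SD of controls, cut at about 140% in these data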; further: values of inactives mirror those of a sister screen read the other way
TNAP inh hi DEA = human TNAP enzyme inhibitors, primary screen, biochemical, luminescent, high phosphate acceptor level, uHTS; Alkaline phosphatase, tissue-nonspecific isozyme (Homo sapiens), P05186; purified TNAP, CDP-star luminescence, 1 M DEA; inhibition, % at 20 µM; actives 0.03% (n = 200,000); AID 1135, 2008;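 active means over 50% inhibition of tissue-nonspecific alkaline phosphatase at 20 µM in the single-dose screen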;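 further: plate controls were DMSO wells for no effect and EDTA-quenched wells as full inhibition for full effect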
FLuc act counter = FLuc activators, initial screening, artefact control for FLuc-dependent activation tests, biochemical, ATPlite luminescence; Luciferin 4-monooxygenase (Photinus pyralis), P08659; ATPlite luciferase biochemical, 10 min; 0 = ATP-free wells, 1 = DMSO control; activation factor at 10 µM; 200,000 tested, under 10 active;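 active means luciferase activation factor, scaled between plate controls, of at least 2 with compound at 10 µM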
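test system = cell-free luciferase reagent | medium = PBS as buffer for the ATP substrate | dosing = test compounds dosed from 2 mM stocks in 100% DMSO | incubation = 10 min at ambient temperature | detection = luminescence measurement of luciferase light output | benchmarks = low control with PBS replacing ATP, high control enzyme plus ATP without compound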
PMI act = activators of human PMI, primary screen, biochemical, fluorescence intensity, near-Km mannose 6-phosphate; purified human PMI, coupled resazurin fluorescence, 20 min; stronger effect = higher value; 1 = vehicle control, 0 substrate-free wells; activation factor at 20 µM; actives 0.005% (n = 190,000); AID 1214, 2008;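 active means activation factor of 2 or more at 20 µM, relative to plate controls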
TNAP act hiacc = TNAP activators at high phosphate acceptor level, primary screen, biochemical, luminescence, uHTS; purified TNAP, CDP-star luminescence, 1 M DEA, 30 min; stronger effect = higher value; 0 = EDTA background, 1 = DMSO-only activity; activation factor at 20 µM; 200,000 tested, under 10 active;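 active means activation factor at least 2 at 20 µM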
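Assay system: human TNAP; Input: enzyme diluted 1/800 final; Reagent: CDP-star luminogenic substrate at 100 µM final; Timing: 30 min, room temperature; Signal: luminescence; Evaluation: TNAP activation factor scaled between EDTA and DMSO control wells.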
Starred values were filed as active, the others as inactive.

SMILES | TNAP inh no acc | FLuc inh counter | PMI act satM6P | NF-kB neuron act | bIAP activator | APP 5'UTR act | TNAP inh hi DEA | FLuc act counter | PMI act | TNAP act hiacc
O=C(O)c1ccc(-c2ccccc2)[nH]1 | -3.1 | -5.8 | 0.9 | 1.27 | 0.9 | 6.8 | -7.3 | 1.1 | 1 | 1.1
CSCC[C@H](NC(=O)NCc1ccccc1F)C(=O)O | -0.2 | -7.0 | 1.1 | 1.09 | 1 | -0.8 | -5.7 | 1.1 | 1.1 | 1.1
CCc1cccc(NS(=O)(=O)c2ccc3c(c2)NC(=O)CC(=O)N3)c1 | -2.5 | -1.7 | 1 | 0.84 | 1 | 14.1 | 1.9 | 1 | 0.9 | 1
Cc1csc(Nc2ccccc2)[n+]1-c1ccccc1 | -7.9 | -8.0 | 1 | 1.46 | 1 | 10.1 | -5.2 | 1.1 | 1.1 | 1.1
CCc1c(C)nc(SCC(=O)CC(=O)OC(C)C)c(C#N)c1C | -12.1 | -6.2 | 0.9 | 1.08 | 0.9 | -7.0 | -6.5 | 1.1 | 0.9 | 1.1
O=C(CSc1ccc(-c2ccccn2)nn1)NCc1ccc(F)cc1 | 7.9 | -3.7 | 1.1 | 1.17 | 1.1 | 0.4 | -4.4 | 1 | 1.1 | 1
CCC(=O)c1ccc(OCC(O)Cn2cnc3ccccc32)cc1 (configuration not stated) | -3.8 | -2.3 | 1.1 | 0.85 | 0.9 | 8.0 | -3.1 | 1 | 1 | 1
COCc1c(C(=O)OCC(=O)N2c3ccccc3CC2C)oc2ccccc12 (configuration not stated) | -10.3 | -6.2 | 1 | 1.3 | 0.8 | -13.0 | -7.9 | 1.1 | 1 | 1.1
CCc1ccc(NC(=O)CSc2nc3cc(C(=O)OC)ccc3c(=O)n2CC2CCCO2)cc1 (configuration not stated) | -6.7 | -2.1 | 1 | 0.9 | 1 | -11.1 | -3.5 | 1 | 1 | 1
Cc1cccc(NC(=O)CC2C(=O)NCCN2C(=S)Nc2ccccc2)c1 (configuration not stated) | -8.9 | -4.4 | 1 | 0.88 | 1 | -1.1 | -1.7 | 1 | 0.9 | 1
O=C(NNC(=S)NC(=O)c1ccco1)c1ccc(NC(=O)c2ccccc2)cc1 | 2.1 | 5.6 | 1.3 | 0.75 | 1.1 | 5.9 | -1.4 | 0.9 | 1.1 | 1
COc1ccccc1CNc1nc(SC)ncc1CO | -4.9 | -0.2 | 0.9 | 1.24 | 0.8 | -5.6 | 0.0 | 1 | 1 | 1
CCOC(=O)C1=C(C)C(c2ccc(OC)cc2OC)NC(=O)N1 (configuration not stated) | -0.2 | -1.0 | 0.9 | 1.21 | 1.1 | -6.7 | 2.2 | 1 | 0.9 | 1
Cc1ccc(S(=O)(=O)N(C)C)cc1-n1c(SCC(=O)Nc2ccc(F)c(F)c2F)nc2ccccc2c1=O | -3.6 | -4.4 | 0.8 | 0.45 | 0.9 | 5.1 | -4.8 | 1 | 0.8 | 1
O=c1c2ccccc2nc(-c2ccc(Br)cc2)n1Cc1ccccc1 | -7.7 | -6.0 | 0.9 | 0.88 | 0.8 | 15.3 | -5.3 | 1.1 | 0.9 | 1.1
O=C(O)C(O)Cc1c[nH]c2ccccc12 (configuration not stated) | 2.8 | -1.3 | 1.1 | 1 | 1 | 2.8 | 0.8 | 1 | 1.1 | 1
CC(NC(=O)c1ccc(-c2cc(C(F)(F)F)ccc2Cl)o1)c1ccccc1 (configuration not stated) | -7.0 | -5.1 | 1 | 1.1 | 0.8 | -5.0 | -2.7 | 1.1 | 0.9 | 1
O=C(O)CSc1nc(-c2ccccc2)nc2c1oc1ccccc12 | -5.9 | -0.2 | 0.9 | 0.96 | 0.8 | -17.8 | -0.7 | 1 | 1 | 1
O=C(COC(=O)c1cnccn1)c1ccc2c(c1)CCCC2 | -2.4 | 35.2 | 1 | 1.84 | 1 | 11.4 | -5.7 | 0.6 | 1 | 1.1
O=C(CSc1ccc(-c2cccs2)nn1)N1CCCCC1 | 2.9 | 10.1 | 1.2 | 1.29 | 0.8 | -3.7 | -2.7 | 0.9 | 1.1 | 1
Cc1cc(C)n2nc(SCc3cc(=O)oc4cc(O)ccc34)nc2n1 | -9.7 | -4.1 | 1 | 0.87 | 0.9 | -8.9 | -5.5 | 1 | 1 | 1.1
CCOc1nc(SCCOc2ccc(Cl)cc2Cl)nc(N(C)C)n1 | -8.7 | -9.5 | 0.9 | 1.36 | 0.9 | 0.0 | -6.7 | 1.1 | 0.9 | 1.1
CC(=O)NCCCc1nc2ccccc2n1Cc1ccc(C)cc1 | 2.3 | -5.5 | 1 | 1.14 | 1.1 | 4.9 | 0.1 | 1.1 | 1 | 1
Cn1c(C(=O)NCc2cccs2)cc2oc3ccccc3c21 | -7.0 | 5.4 | 0.8 | 1.82 | 0.8 | 57.2 | -4.3 | 0.9 | 0.8 | 1
CCN(C(=O)CSc1nc2ccccc2n1CCc1ccccc1)C1CCS(=O)(=O)C1 (configuration not stated) | 7.6 | -4.3 | 1.3 | 0.88 | 1.5 | -16.5 | 2.3 | 1 | 1.1 | 1

An excerpt from above in order of length of the SMILES, largest number first:
SMILES | TNAP inh no acc | FLuc inh counter | PMI act satM6P | NF-kB neuron act | bIAP activator | APP 5'UTR act | TNAP inh hi DEA | FLuc act counter | PMI act | TNAP act hiacc
Cc1cccc(NC(=O)CC2C(=O)NCCN2C(=S)Nc2ccccc2)c1 (configuration not stated) | -8.9 | -4.4 | 1 | 0.88 | 1 | -1.1 | -1.7 | 1 | 0.9 | 1
CCOC(=O)C1=C(C)C(c2ccc(OC)cc2OC)NC(=O)N1 (configuration not stated) | -0.2 | -1.0 | 0.9 | 1.21 | 1.1 | -6.7 | 2.2 | 1 | 0.9 | 1
CCOc1nc(SCCOc2ccc(Cl)cc2Cl)nc(N(C)C)n1 | -8.7 | -9.5 | 0.9 | 1.36 | 0.9 | 0.0 | -6.7 | 1.1 | 0.9 | 1.1
CSCC[C@H](NC(=O)NCc1ccccc1F)C(=O)O | -0.2 | -7.0 | 1.1 | 1.09 | 1 | -0.8 | -5.7 | 1.1 | 1.1 | 1.1
O=C(CSc1ccc(-c2cccs2)nn1)N1CCCCC1 | 2.9 | 10.1 | 1.2 | 1.29 | 0.8 | -3.7 | -2.7 | 0.9 | 1.1 | 1

New compounds follow.
SMILES | TNAP inh no acc | FLuc inh counter | PMI act satM6P | NF-kB neuron act | bIAP activator | APP 5'UTR act | TNAP inh hi DEA | FLuc act counter | PMI act | TNAP act hiacc
Cc1ccc(NC2=C(Cl)C(=O)OC2NC(=O)c2ccccc2)cc1 (configuration not stated) | -1.6 | -8.9 | 1.1 | 0.86 | 0.9 | -11.9 | -2.2 | 1.1 | 1.2 | 1
COc1c(C)cc(C(=O)C2CCCN(C(=O)c3cccc(F)c3)C2)cc1C (configuration not stated) | -4.2 | -2.7 | 0.9 | 1.1 | 1 | -15.7 | -0.3 | 1 | 0.8 | 1
Cc1cccc(OCC(=O)OCC(=O)c2c(N)n(C)c(=O)n(C)c2=O)c1C | -4.6 | -10.4 | 1 | 0.96 | 0.8 | 19.7 | -7.3 | 1.1 | 0.9 | 1.1
COc1ccc(NS(=O)(=O)c2cc(NC(=O)c3nc4nc(C)cc(C)n4n3)ccc2C)cc1 | -6.8 | -4.6 | 1 | 1.31 | 1.3 | 0.0 | -1.9 | 1 | 0.9 | 1
O=c1c2[nH]c3ccccc3c2ncn1CCN1CCNCC1 | -8.4 | 0.3 | 0.9 | 1 | 1 | -11.3 | -5.3 | 1 | 0.8 | 1.1
CC(C)CC(=O)Nc1sc2c(c1C(=O)O)CCCCC2 | -5.1 | -5.1 | 1 | 1.24 | 0.9 | -4.6 | -2.2 | 1.1 | 1 | 1
COc1ccc(C2C(C(=O)N3CCOCC3)c3ccccc3C(=O)N2c2ccc(OC)cc2)cc1 (configuration not stated) | 2.2 | -1.0 | 1 | 1.01 | 1 | 4.3 | -5.0 | 1 | 1.1 | 1.1
COc1ccc(-c2nnn(CC(=O)N(CCO)C(C(=O)NC3CCCC3)c3ccncc3)n2)cc1 (configuration not stated) | -8.6 | -9.1 | 0.8 | 1.89 | 1 | 24.2 | -6.8 | 1.1 | 1 | 1.1
Cc1oc2c(c1C(=O)O)C(=O)c1ccccc1C2=O | -3.8 | 4.6 | 1.1 | 1.66 | 1.1 | 12.4 | 3.2 | 1 | 1.6 | 1
Cc1ccc(NC(=O)COC(=O)/C=C/c2cccs2)c(C)c1 | -0.1 | -2.9 | 1.1 | 1.54 | 1.1 | 1.0 | -3.9 | 1 | 1.1 | 1
Cn1c(N)c(C(=O)COC(=O)CCOc2ccc(C(C)(C)C)cc2)c(=O)n(C)c1=O | -10.9 | 11.2 | 0.9 | 1.02 | 1 | 13.0 | -2.4 | 0.9 | 0.9 | 1
FC(F)c1nnc2c(Cl)cc(C(F)(F)F)cn12 | -6.1 | -8.6 | 1.1 | 1.19 | 1 | 5.9 | -5.6 | 1.1 | 1.1 | 1.1
Cc1nn(C)c(C)c1/C=C/C(=O)O | -4.3 | -6.1 | 0.7 | 1.11 | 1.1 | -13.8 | -2.8 | 1.1 | 1 | 1
CCCC(=O)N1CCN(c2ccc(NC(=O)c3ccc(Br)o3)cc2)CC1 | -8.1 | -0.2 | 1 | 0.8 | 0.9 | 7.3 | -0.6 | 1 | 1 | 1
COc1ccc2cc(-c3nc4ccccc4n3C)c(=O)oc2c1 | -9.4 | 46.5 | 1.2 | 3.39* | 1 | 91.8 | -0.3 | 0.5 | 1.2 | 1
O=C(NCCCn1ccnc1)/C(=C\c1cccs1)NC(=O)c1ccccc1 | -11.7 | -4.0 | 1 | 0.84 | 0.8 | 4.2 | -3.6 | 1 | 0.9 | 1
O=C1CN(C(=O)COC(=O)Cc2ccsc2)c2ccccc2N1 | -5.6 | -1.1 | 0.9 | 1.14 | 0.8 | 0.2 | 0.1 | 1 | 0.9 | 1
Cc1ccc(-c2cn3c(n2)CCCC3)cc1 | -0.2 | -5.8 | 1 | 1.45 | 1 | 21.9 | -6.4 | 1.1 | 1.1 | 1.1
O=C(OCCOc1ccc(Br)cc1)c1ccc(Cl)nc1 | -7.1 | -1.5 | 0.9 | 1.08 | 0.9 | 6.4 | -1.7 | 1 | 0.9 | 1
O=C(c1ccc2c(c1)OCO2)N1CCCC1 | -5.8 | 0.4 | 1 | 1.36 | 1 | 4.4 | -2.9 | 1 | 0.9 | 1
COc1ccc(N(C)S(=O)(=O)c2cccc(C(=O)Nc3ccc(OC)nc3)c2)cc1 | -13.6 | -6.2 | 0.8 | 0.54 | 0.4 | -1.0 | -0.2 | 1.1 | 0.8 | 1

No enrichment for hits (roughly 3.6% active in at least one column).
